PfHsp40 rescue = restores yeast growth despite PfHsp40 toxicity; S. cerevisiae expressing PfHsp40, growth rescue, ATP luminescence; growth rescue, % at 12.5 µM; 340,000 tested, 0.68% active; AID 504582; in the data active means growth rescue above about 28%, passing the limit was not always enough; inconclusive means no clear call, values can overlap the other calls;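 further: yeast W303a lacking pdr1 and pdr3 grown in galactose medium; growth measured after three days at 30 °C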
PrPC surface inh = reduces human prion protein on the cell surface; P04156; cell surface PrPC, TR-FRET read-out; inhibition, % at 13.8 µM; 370,000 tested, 0.43% active; in the data active means inhibition above about 24%; further: 0% = median of the test wells and 100% = reference compound wells
Yp Topo-I inh = inhibitors of Yersinia pestis topoisomerase I; 360,000 tested, 0.064% active; Y. pestis Topo-I cleavage product accumulation, plate reader; activity, % at 10 µM; in the data active means activity above about 50%, passing the limit was not always enough; inconclusive means no clear call, values can overlap the other calls; further: inactives centre near 2
BoNT A protease = BoNT A light chain protease inhibition; multiplex microsphere protease substrate cleavage, flow cytometry; inhibition, % at 10 µM; 360,000 tested, 0.17% active; AID 588499; further: plate controls were buffer without enzyme for full effect and enzyme alone for no effect
SSB-PriA inh = inhibitors of Klebsiella pneumoniae PriA binding to SSB C-terminal tail; AlphaScreen SSBct-PriA binding, biotinylated peptide; inhibition, % at 33 µM; 430,000 tested, 0.6% active; AID 1272365; in the data active means inhibition mostly above about 37%, no sharp cut-off; inactive means mostly below about 20%;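 further: plate controls were negative control peptide for no effect and reference peptide for full effect; strong numbers were not always called active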
Anthrax LF prot = blocks Bacillus anthracis lethal factor protease. inhibition, % at 10 µM. P15917. 360,000 tested, 0.12% active. multiplex microsphere protease cleavage assay, LF; further: plate controls were buffer without enzyme for full effect and enzyme alone for no effect
Target sequence (P15917 whole entry, looked up): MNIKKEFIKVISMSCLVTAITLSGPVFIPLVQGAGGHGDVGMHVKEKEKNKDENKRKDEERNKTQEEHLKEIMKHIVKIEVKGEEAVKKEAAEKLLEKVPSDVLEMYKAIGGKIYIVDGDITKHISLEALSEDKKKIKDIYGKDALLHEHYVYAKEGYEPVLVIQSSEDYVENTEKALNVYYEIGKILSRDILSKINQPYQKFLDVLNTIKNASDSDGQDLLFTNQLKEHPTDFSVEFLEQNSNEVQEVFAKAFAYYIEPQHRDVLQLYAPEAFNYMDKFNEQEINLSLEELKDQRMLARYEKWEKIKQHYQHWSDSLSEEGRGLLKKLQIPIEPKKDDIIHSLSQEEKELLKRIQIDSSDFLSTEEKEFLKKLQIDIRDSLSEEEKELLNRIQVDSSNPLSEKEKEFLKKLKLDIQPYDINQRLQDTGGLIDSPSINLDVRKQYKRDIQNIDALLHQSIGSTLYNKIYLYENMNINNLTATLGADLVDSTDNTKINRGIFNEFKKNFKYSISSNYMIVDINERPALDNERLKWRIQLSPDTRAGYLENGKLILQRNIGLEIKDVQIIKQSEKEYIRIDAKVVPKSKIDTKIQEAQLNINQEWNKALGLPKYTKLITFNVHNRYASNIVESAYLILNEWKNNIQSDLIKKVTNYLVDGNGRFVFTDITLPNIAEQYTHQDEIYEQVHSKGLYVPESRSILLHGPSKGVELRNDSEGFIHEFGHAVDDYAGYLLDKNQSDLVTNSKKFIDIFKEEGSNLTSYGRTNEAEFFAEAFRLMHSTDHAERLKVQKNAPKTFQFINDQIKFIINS
3CLpro inhibitor = SARS-CoV 3CLpro protease inhibition. P0C6X7. recombinant SARS-CoV 3CLpro, quenched FRET peptide cleavage. inhibition, % at 6 µM. 290,000 tested, 0.14% active; in the data active means inhibition above about 12%
BH1578 lux ind = quorum light induction in luxS cqsA deficient V. cholerae. V. cholerae BH1578 lux reporter, luminescence, 6 h. activation, % at 18.7 µM. 350,000 tested, 0.16% active; in the data active means activation mostly above about 9.7%, no sharp cut-off; inconclusive means no clear call, values can overlap the other calls; inactive means mostly below about 3.7%; further: not every result past the cut was called active; inactives centre near 0; reference of the scale not given here
TcdB GH inh = blocks C. difficile toxin B glycohydrolase activity | P18177 | TcdB glycohydrolase enzymatic assay, plate reader | inhibition, % at 9.99 µM | 350,000 tested, 0.24% active; in the data active means inhibition above about 10%
The depositor's hits bear a star; i = inactive; ? = inconclusive; . = not tested or not shown; & = joins results of further samples. Unless noted, no stated cut-off is given here; in the data, active means inhibition above about 30%; inconclusive means no clear call, values can overlap the other calls; inactive means below that. Some of the compounds tested (hit frequency here may not be typical).

Screens in order – Yp Topo-I inh, 3CLpro inhibitor, PrPC surface inh, BoNT A protease, SSB-PriA inh, PfHsp40 rescue, Anthrax LF prot, BH1578 lux ind, TcdB GH inh
- CCOC(=O)Cc1nnc(NC(=O)CSc2ncc(-c3ccccc3)nn2)s1
 : -11, 4, -15, -1.1, 2, 0.1, -4, -0.2, 1.6
- CCOC(=O)c1cc(C)nn1-c1nc(Cl)cc(OC)n1
 : -4, -3, 3, -0.4, -8, -0.6, -2, -0.7, 1.1
- CCN(CC)C(=O)c1[nH]cnc1C(=O)NCc1ccccc1
 : 6, ., -1, 0.0, 2, 1.0, -4, 5.0, .
- O=C(c1cc(Cl)ccc1Cl)N1CCN(Cc2ccccc2)CC1
 : -1, 3, 4, 0.0, 1, -1.1, -5, -0.1, 1.6
- CC(OC(=O)c1cccnc1Cl)C(=O)Nc1ccc(S(N)(=O)=O)cc1 (stereo unspecified)
 : -2, 1, 4, -0.1, -15, 1.9, 0, -0.3, -0.6
- Cc1nc(NC(=O)CCC(=O)O)sc1C(=O)N(C)C
 : -3, -5, 0, ., -10, -0.6, ., i, .
- O=C1CCCC/C1=C/Nc1ccc(C(=O)O)cc1
 : 1, -2, -2, -0.7, -18, -0.5, 4, i, 0.7
- CCC1C(C#N)=C(SC)NC2=C1C(=O)CC(C)(C)C2 (stereo unspecified)
 : 1, 2, -3, ?, -12, 0.2, -13, i, .
- Oc1ccc(C=NNC(=S)Nc2ccc(F)cc2)c(O)c1
 : -7, ., 1, -0.5, 30, 1.3, -3, i, -3.5
- COc1cc(C2NC(=O)NC(O)(C(F)(F)F)C2C(=O)c2ccc(Cl)cc2)ccc1O (stereo unspecified)
 : -3, -2, 3, 0.2, -2, 0.3, -4, -0.3, .
- O=S1(=O)[C@H]2C[C@H](CO)O[C@@]2(CO)CN1Cc1ccc(-c2ccc(F)cc2)cc1
 : -2, ., 4, -0.2, 0, -1.4, -6, 0.9, 2.9
- O=C1c2cccc3cc([N+](=O)[O-])cc(c23)C(=O)N1CCN1CCCC1
 : -15, -1, -8, -2.2, 3, -0.1, -3, i, 1.5
- CN1CCN(S(=O)(=O)c2ccc(N)cc2)CC1
 : 1, -6, -2, -0.3, 1&-5, -1.6, -1, -0.5, 0.9
- COc1ccc(NC(=O)c2ccccc2NC(=O)COc2ccccc2)cc1
 : -9, 4, 0, -0.2, -27, -0.6, 5, 1.6, .
- CCC(=O)n1nc(-c2cccnc2)nc1NCc1cccs1
 : 6, 0, -2, -1.2, -10, -0.4, -2, -0.2, 1.2

Next part
Screens in order – Yp Topo-I inh, 3CLpro inhibitor, PrPC surface inh, BoNT A protease, SSB-PriA inh, PfHsp40 rescue, Anthrax LF prot, BH1578 lux ind, TcdB GH inh
- CCc1ccc(/C=C2\Oc3c(ccc(O)c3CN3CCN(CCO)CC3)C2=O)cc1
 : -12, -1, -13, -0.9, -4, -1.5, 2, i, 1.8
- COc1cc(CN2CCCCC2)ccc1OCc1ccccc1
 : 2, -1, -4, 0.5, 3, -1.6, -7, -0.4, 0.9
- Cc1ccc(S(=O)(=O)N2CCC(C(=O)NN3CCCCC3)CC2)cc1
 : 2, ., 6, -0.7, -15, -1.3, -6, i, 1.1
- O=C1C=C(c2cc(C(F)(F)F)cc(C(F)(F)F)c2)C[C@@H](c2ccc3c(c2)OCO3)C1
 : 4, ., 4, -0.9, -11, 0.4, -11, i, 0.5
- CCc1nc(NCc2ccc3c(c2)OCO3)c2oc3ccccc3c2n1
 : 22, -3, 12, ?, 5, 6.4, -2, -0.2, .
- CCCCCC(=O)N1CCN(CCN=CC2=C(O)CC(c3ccc(OC)cc3)CC2=O)CC1 (stereo unspecified)
 : -6&8, 6, 1&1, 0.8&0.8, -7&5, -2.1&0.6, 8&-8, i, 2.5
- COc1cccc(-c2nc3n(n2)C(c2cccs2)C(C(=O)Nc2cccnc2)=C(C)N3)c1 (stereo unspecified)
 : -3, -1, -7, -0.5, 0, -0.7, -14, -0.4, 0.3
- CCCCCCCC(=O)N1c2ccccc2NC(=O)C1CC(=O)Nc1ccc(C(=O)O)cc1 (stereo unspecified)
 : 4, 2, 1, -0.4, -4, 1.4, 1, -4.2, 1.1
- Cc1ccc(-c2nnn(CC(=O)N(Cc3cccs3)C(C(=O)NC(C)(C)C)c3ccco3)n2)o1 (stereo unspecified)
 : -2, 2, 4, -1.3, 21, 2.1, -3, i, .
- N#Cc1c(N2C(=O)Nc3ccccc3N2O)sc2c1CCCC2
 : 9, -6, 5, 0.0, -22, -1.1, 0, 0.3, -0.3
- Cc1ccc(SCC(=O)Nc2ccc(N3CCN(C)CC3)c(F)c2)c(C)c1
 : -3, -2, -17, -1.2, 1, 9.0, -5, -0.1, 0.4
- CCN1CCN(C(c2cccs2)C(C)NS(=O)(=O)c2ccccc2)CC1 (stereo unspecified)
 : -4, 0, -5, -1.4, -3, -0.1, -7, -0.8, 2.0
- C=CCNC(=O)c1onc(CSc2ccncc2)c1C(=O)NCC=C
 : -9, ., 6, 0.5, -5, -0.4, -2, i, -0.1
- N#Cc1c(SCC(N)=O)nsc1SCc1ccccc1Cl
 : 29, 0, -1, -0.1, -10, 0.6, 0, i, .
- CN1CCN(S(=O)(=O)c2ccc(NN)nc2)CC1
 : 0, ., -4, 5.9, 9, -0.8, -2, -1.4, -2.4

Some of the entries above, reformatted:
molecule: CCc1ccc(/C=C2\Oc3c(ccc(O)c3CN3CCN(CCO)CC3)C2=O)cc1
  Yp Topo-I inh = -12
  3CLpro inhibitor = -1
  PrPC surface inh = -13
  BoNT A protease = -0.9
  SSB-PriA inh = -4
  PfHsp40 rescue = -1.5
  Anthrax LF prot = 2
  BH1578 lux ind = i
  TcdB GH inh = 1.8
molecule: O=C1C=C(c2cc(C(F)(F)F)cc(C(F)(F)F)c2)C[C@@H](c2ccc3c(c2)OCO3)C1
  Yp Topo-I inh = 4
  3CLpro inhibitor = .
  PrPC surface inh = 4
  BoNT A protease = -0.9
  SSB-PriA inh = -11
  PfHsp40 rescue = 0.4
  Anthrax LF prot = -11
  BH1578 lux ind = i
  TcdB GH inh = 0.5
molecule: CCc1nc(NCc2ccc3c(c2)OCO3)c2oc3ccccc3c2n1
  Yp Topo-I inh = 22
  3CLpro inhibitor = -3
  PrPC surface inh = 12
  BoNT A protease = ?
  SSB-PriA inh = 5
  PfHsp40 rescue = 6.4
  Anthrax LF prot = -2
  BH1578 lux ind = -0.2
  TcdB GH inh = .

Carrying on:
Screens in order – Yp Topo-I inh, 3CLpro inhibitor, PrPC surface inh, BoNT A protease, SSB-PriA inh, PfHsp40 rescue, Anthrax LF prot, BH1578 lux ind, TcdB GH inh
- COc1ccc(OC)c(NC(=O)c2ccc(Cl)cc2)c1
 : 5, 2, 3, -2.3, -28, -0.1, 7, -0.4, 2.4
- Cc1onc(-c2ccccc2)c1CNS(=O)(=O)c1ccc(F)cc1F
 : 9, -3, 4, ?, -11, 0.1, 5, i, 2.5
- COc1cc2c(cc1OC)C(C(=O)NCc1ccco1)C(c1cccs1)N(C)C2=O (stereo unspecified)
 : -7, 6, 4, -1.9, -2, -0.7, 3, -0.3, .
- COc1ccc(N(CC(=O)N2CCN(C)CC2)S(=O)(=O)c2ccccc2)cc1OC
 : -10, 1, 4, -0.4, -4, -0.8, -4, i, .
- O=C(CSc1ncn[nH]1)Nc1cccc(S(=O)(=O)N2CCCCCC2)c1
 : 5, -1, -2, 0.0, 1, -0.9, -2, -1.6, .
- CC(C)OC(=O)NCCOC(=O)Nc1cccc(Cl)c1
 : -6, -8, 7, -0.6, -4, 1.6, -2, -2.6, .
- CC(C)(C)NC(=O)CN1CCCN(C(=O)COc2ccc(Cl)c3ccccc23)CC1
 : -2, ., -7, ., -4, 0.3, ., 0.5, -0.1
- CCn1c(COc2ccc(C)cc2)nnc1SCc1ccc(C#N)cc1
 : 46, -1, -3, 0.6, -11, -1.3, -3, i, 2.3
- Cc1ccc2oc(C(=O)N(C)Cc3ccc(C)o3)c(C)c2c1
 : 23, 1, 5, -0.4, -3, 2.3, 0, -3.1, -5.2
- O=C(CCN1C(=O)c2ccccc2C1=O)C1=NN[C@@H]2C(=O)N(c3ccc(F)cc3)C(=O)[C@H]12
 : 1, 1, -2, 0.1, 1, -1.5, -1, 1.2, .
- Cc1cccc(N2C(=O)CC(N3CCOCC3)C2=O)c1 (stereo unspecified)
 : 3, 0, -2, -0.1, -7, 0.2, 5, -0.6, .
- CCOC(=O)N1CCC(NC(=O)CSc2cc(=O)n(CC)c3ccccc23)CC1
 : 11, 1, -6, 3.4, 6, -0.7, 4, i, .
- O=C(O)c1cccc(N/N=C(\N=Nc2ccccc2)c2ccccc2)c1
 : -8, ., 12, -0.3, ., 1.5, -3, -0.4, 1.0
- COc1ccc(CN2C(=O)c3ccccc3C2c2nnnn2C(C)C)cc1 (stereo unspecified)
 : ., ., -1, 0.4, ., ., 3, ., -0.1
- CN(C)c1nc(Oc2ccc(C(=O)OCC(=O)Nc3ccccc3)cc2)nc(N(C)C)n1
 : 9, -4, 0, -0.7, -8, 1.7, 2, -0.1, .

Part of the list above, comma-delimited:
Molecule,Yp Topo-I inh,3CLpro inhibitor,PrPC surface inh,BoNT A protease,SSB-PriA inh,PfHsp40 rescue,Anthrax LF prot,BH1578 lux ind,TcdB GH inh
CCCCCC(=O)N1CCN(CCN=CC2=C(O)CC(c3ccc(OC)cc3)CC2=O)CC1 (stereo unspecified),-6&8,6,1&1,0.8&0.8,-7&5,-2.1&0.6,8&-8,i,2.5
Cc1onc(-c2ccccc2)c1CNS(=O)(=O)c1ccc(F)cc1F,9,-3,4,?,-11,0.1,5,i,2.5

(more compounds)
Screens in order – Yp Topo-I inh, 3CLpro inhibitor, PrPC surface inh, BoNT A protease, SSB-PriA inh, PfHsp40 rescue, Anthrax LF prot, BH1578 lux ind, TcdB GH inh
- Cc1nc(-c2ccccc2)sc1C(=O)NS(=O)(=O)c1ccc(CN2CCN(c3ccccc3)CC2)cc1
 : ., ., 3, 0.0, ., ., -13, ., -2.3
- O=C1CSC(c2cn(-c3ccccc3)nc2-c2cc3ccccc3oc2=O)N1Cc1ccco1 (stereo unspecified)
 : -1, 4, 12, ?, -8, -0.3, -1, -2.1, .
- O=C(CSc1n[nH]c(=O)n1-c1cccnc1)Nc1ccccc1
 : 12, 6, -1, 2.0, -18, -0.3, 1, -9.2, 0.4
- Cc1ccc(NC(=O)C(C)N2C(=O)c3ccccc3C2=O)nc1 (stereo unspecified)
 : -6, 4, 8, -0.1, -4, 0.9, -1, -0.1, -6.5
- Nc1nc(CSc2ncn[nH]2)nc(Nc2ccc(F)cc2)n1
 : 2, -1, 7, 0.6, -14, -0.1, -1, i, .
- Cc1cc(C)c(NC(=O)CCCC(=O)O)c(Cl)c1
 : 0, 4, 7, 2.2, -8, -0.5, -1, -0.3, 1.3
- CC1CCN(C(=S)NC(=O)c2cccs2)CC1
 : 6, 1, 8, -0.5, 0&0, -0.1, -6, -0.4, 1.4
- Cc1cc(C)cc(OC(C)C(=O)Nc2ccccc2C(=O)NCc2cccnc2)c1 (stereo unspecified)
 : 13, -1, 9, -2.7, 11, 0.6, -2, -0.2, 0.6
- COc1ccc(Cn2c(=S)[nH]c3cc(C(=O)NCCCN4CCOCC4)ccc3c2=O)cc1
 : -14, -5, -13, 0.9, -8, 1.8, -1, -0.2, -3.8
- COC(=O)[C@@H]1CCCN1C(=O)CCc1nnc(CCC2CCCCC2)o1
 : -8, -2, -5, -0.6, -19, 0.7, -2, -0.3, 0.4
- Cc1cc(NC(=O)c2ccco2)c(=O)n(Cc2c(F)cccc2Cl)c1
 : 1, 3, 0, -0.6, 1, -0.6, -3, -0.1, 3.4

Part of the list above, reduced to PfHsp40 rescue.
SMILES | PfHsp40 rescue
COC(=O)[C@@H]1CCCN1C(=O)CCc1nnc(CCC2CCCCC2)o1 | 0.7
Cc1cc(NC(=O)c2ccco2)c(=O)n(Cc2c(F)cccc2Cl)c1 | -0.6

High-throughput results from PubChem.
